p53ts 39C kill: kills p53ts cells at the nonpermissive temperature; H1299-p53A138V viability at 39C, ATP luminescence, 24 h; Potency, µM (highest dose often 46.1 µM), for the others: at the highest dose activity change, negative = cell killing, most hits filed as cytotoxic; hit rate 1.5% among 130,000; AID 902; also: nearly all actives have a fitted effect of over 55% in size
IkB sig inh: IkB pathway inhibition in ABC-DLBCL cells; ABC-DLBCL IkBa-CBG/CBR dual luciferase ratio, 4 h; response scale: scaled: untreated 0%, proteasome inhibitor 100%; Potency, µM (top dose mostly 57.1 µM), inactives show at the top dose IkBa stabilization activation; hit rate 0.04% among 110,000; active = well fitted curve in the direction sought with a large enough effect in the signal ratio, not every such curve was filed as active; inconclusive = small, poorly fitted or top-dose-only effect, or a change in a side signal; the % refers to the signal ratio;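 also: the direction sought is a rising ratio; 0% = basal untreated cells and 100% = reference inhibitor full response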
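In this assay, an IκBα–CBG68 fusion accumulates when IKK-driven degradation is blocked; native CBR normalizes for cell number. OCI-Ly3 cells were treated 4 h with compound and doxycycline, then green and red light read after Chroma-Glo addition.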
Peg3 imprint: induces erasure of genomic imprints in mouse ES cells; mouse ES Peg3-LacZ reporter, beta-gal luminescence, 40 h; Potency, µM (highest dose often 60.7 µM), for the others: at the top dose activity change, positive = activation, actives largely listed as activators; hit rate 0.02% among 110,000; AID 1948;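 also: 0% = negative control wells on the plate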
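Readout: BetaGlo luminescence (5 min, room temp) for LacZ from the normally silent maternal Peg3 allele in female Peg3LacZ-Neo ES cells. Cells 300/well, 40 h, 37C, 5% CO2. Data normalized per plate to negative controls.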
p53ts 32C tox: cytotoxicity in p53ts cells at permissive temperature. H1299-p53A138V at 32C, ATP luminescence viability, 24 h. hit rate 0.93% among 130,000. AID 924. Potency, µM (top dose mostly 46.1 µM), for inactives: at the top dose activity change, negative = cytotoxicity, hits mostly cytotoxic;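 also: 0% = DMSO and -100% = full killing by reference compound; nearly all actives have a fitted effect of over 55% in size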
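ATP-content luminescence (ATPlite) read-out after 24 h compound exposure at 32C in H1299-p53A138V cells (600/well). Tested up to 46 uM. Normalized to DMSO (0%) and 100 uM tamoxifen (100% killing); Hill-fit AC50.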
Numbers without * were called inactive; ? = inconclusive; / = no result given; & = joins results of further samples; [ ] = remark or other dose. Unless noted, calls follow the shape of the dose curve; as a rule, active = well fitted curve in the direction sought with a large enough effect; inconclusive = small, poorly fitted or top-dose-only effect, or another doubt; inactive = no such curve, though single readings can be large; an effect the other way counts as inactive or inconclusive. Unless noted, % is scaled to controls: 0 for no effect and ±100 for the full control effect; potency is read from the fitted curve at half-maximal effect. Rows are unselected (roughly 1.7% active in at least one column).

SMILES | p53ts 39C kill | IkB sig inh | Peg3 imprint | p53ts 32C tox
CCCS(=O)(=O)N1CCCC(C(=O)NC2CCCCC2)C1 (configuration not stated) | -9% | -0.8% | -23% | -5%
Cc1ccc(NC(=O)Cn2nnc(C(=O)NCCc3ccccc3)c2N)cc1 | 21% | ? | 5%[10.9 µM] | 2%
CNC(=O)c1[nH]cnc1C(=O)Nc1ccccc1C | 10% | / | / | 1%
Cc1ccc(CN(C(=O)Cn2nnc3ccccc32)C(C(=O)NCc2ccco2)c2ccc(C)o2)cc1 (configuration not stated) | 13% | / | / | 6%
C/C(=N\O)C(=O)NCC1CCNCC1 | -2% | 0.0% | -12% | 7%
CC(=O)Nc1ccc(OCC(O)Cn2nc(C)c(C(C)=O)c2C)cc1 (configuration not stated) | 10% | -1.3% | -15% | 10%
Cc1cc(C)n(C(=O)CCC(=O)NCc2ccccc2)n1 | -3% | 0.1% | 3% | 4%
Nn1c(SCc2csc(-c3ccccc3)n2)nnc1-c1cccs1 | -1% | 1.0% | ? | 2%
C=C(C)C(O)C(CC/C=C(\C)C(=O)OCC)OC (configuration not stated) | 12%[9.22 µM] | / | / | 8%[9.22 µM]
C=CCNc1oc(-c2cccc3ccccc23)nc1C#N | -10% | -1.9% | -14% | 0%
Cc1ccc(-n2ncc(C(=O)N3CCCCC3)c2C2CCN(C(=O)OC(C)(C)C)CC2)c(C)c1 | 9% | 4.3% | -9%[10.9 µM] | 6%
Cc1oc(CC(C)C)c(CN2CCCC2)c1C(=O)O | 1% | -3.2% | / | 21%
Cc1ccc(/C=C/S(=O)(=O)N2CCC(C(=O)O)CC2)cc1 | 5% | 1.6% | -15% | 2%
Cn1cnc(S(=O)(=O)N2CCCC(C(=O)NCc3ccccc3Cl)C2)c1 (configuration not stated) | 15% | ? | -8%[10.9 µM] | -2%
O=C(c1noc2c1CCCC2)N1CCN(Cc2ccccc2)CC1 | -5% | ? | -3% | 3%
O=C(c1ccc(S(=O)(=O)N2CCCCC2)cc1)N1CCCc2ccccc21 | 0% | 1.7% | -4% | -10%
Cc1ccccc1C(=O)Nc1cccc(C(=O)OCc2cc(=O)n3c4c(sc3n2)CCCC4)c1 | -5% | ? | -53%[inhibitor][10.9 µM] | -12%
CC(=O)c1cccc(NS(=O)(=O)c2ccc3c(c2)NC(=O)CC(=O)N3)c1 | -1% | -0.2% | -8%[10.9 µM] | -1%
Nc1nnc(SCC(=O)N2CCc3ccccc32)n1-c1ccccc1 | 16% | 2.1% | 2% | 3%
COc1ccc(NC(=O)N2CC[C@@]3(CCCN(C(=O)c4csnn4)C3)C2)cc1 | 16% | -0.1%[11.4 µM] | / | 2%
O=C(NCCCN1CCOCC1)c1cc2c(=O)[nH]c3ccccc3c2s1 | -1% | -2.1% | -11% | 2%
COc1ccc(OC)c(N(CC(=O)Nc2cccnc2)S(=O)(=O)c2ccc(OC)c(OC)c2)c1 | 16% | 0.1% | 1% | -7%
Cc1ccc(C2CC(=O)c3cnc(N4CCN(c5ccccc5)CC4)nc3C2)cc1 (configuration not stated) | -10% | -1.4% | -3% | -2%
COc1ccc(CN(Cc2cc3cccc(C)c3[nH]c2=O)C(=O)N(C)C)cc1 | -5% | 1.4% | 3% | -3%
CCOC(=O)c1cc(C(=O)OCC)cc(-n2c(C)cc(C(=O)CN3CCOCC3)c2C)c1 | -2% | 2.2% | -13% | -5%
(next part)
SMILES | p53ts 39C kill | IkB sig inh | Peg3 imprint | p53ts 32C tox
COc1ccc(CNC(=O)CCn2cccn2)cc1 | 24% | ? | -13%[10.9 µM] | -15%
CCOC(=O)N1CCN(c2c(NCC3CCCO3)c(=O)c2=O)CC1 (configuration not stated) | 1% | -0.2% | -12% | 0%
COc1ccc(-c2nnc(N(C)C(=O)c3ccno3)s2)cc1 | -24% | / | / | -26%
C=CCOC(=O)c1[nH]c2c(c1C)C(=O)CC(c1cc(OC)c(OC)c(OC)c1)C2 (configuration not stated) | -2% | ? | -19% | 0%
CCOc1ccc(-n2c(SCC(=O)NCC3CCCO3)nc3c([nH]c4ccccc43)c2=O)cc1 (configuration not stated) | -9% | -3.7% | 9%[10.9 µM] | 0%
O=C(NCCc1ccccc1)c1ccc2c(c1)CCN2S(=O)(=O)c1ccc(Cl)cc1 | -6% | 2.2% | -12%[10.9 µM] | 2%
CC1CCc2c(cc(-c3ccccc3)n2-c2ccc(C(=O)NC(C)C)cc2)C1 (configuration not stated) | 16µM* | -0.2% | -14%[10.9 µM] | 44%[activator]
Cc1cc(C(=O)OCC(=O)c2ccc(Br)s2)c(C)o1 | -17% | 0.2% | -9% | 2%
Cc1ccccc1CNC(=O)Cn1cc2c(n1)-c1c(oc(C(=O)N3CCCC3)c1C)CC2 | -14% | ? | -15%[10.9 µM] | -8%
COC(=O)c1cccc(COC(=O)c2ccc(N(C)C)cc2)c1 | 5% | / | / | -8%
CCC(=O)O[C@@]1(C(=O)CCl)C(C)CC2C3CCC4=CC(=O)C=C[C@@]4(C)[C@]3(F)C(O)C[C@]21C (some centres not stated) | -8% | / | -6% | 12%
Cc1ccn2cc(C(=O)Nc3nnc(C)s3)nc2c1 | -10% | 3.3% | -9% | -19%
COc1cc(OC)cc(C(=O)N2CCN(C(=O)COc3ccc(C)cc3)CC2)c1 | ? | 4.1% | -14%[10.9 µM] | ?
O=c1c2ccccc2ncn1-c1cccc(Cl)c1 | -1% | / | / | 6%
Cc1nc(CNS(=O)(=O)c2cc(C)c(C)cc2C)cs1 | -2% | 2.7% | -9% | 1%
CCCNC(=O)c1cnn(-c2ccc(C)c(C)c2)c1C1CCN(C(=O)OC(C)(C)C)CC1 | -2% | ? | 8%[10.9 µM] | 4%
COc1ccc2c(C)c(CCC(=O)NCCc3ccccc3)c(=O)oc2c1 | 11% | ? | -11%[10.9 µM] | 2%
CCOc1ccccc1NC(=O)C1CCCN(S(=O)(=O)c2c(C)[nH]c(=O)[nH]c2=O)C1 (configuration not stated) | 10%&5% | 2.0%&-3.4% | -4% | -1%&15%
COc1ccc(C2C(C(=O)c3ccc(C)o3)=C(O)C(=O)N2c2cc(C)on2)cc1OC (configuration not stated) | 20% | 0.7% | -7% | -2%
COc1ccc(CN(Cc2cc3cc(C)ccc3[nH]c2=O)C(=O)N(C)C)cc1 | -5% | -0.3% | -9% | -4%
CCCCN1C2CCCC1CC(NC(=O)C1CCCCC1)C2 (configuration not stated) | -1% | / | / | -1%
COc1ccc(Nc2oc(/C=C/c3ccccc3OC)nc2C#N)cc1 | -11% | -0.1% | -11%[10.9 µM] | -12%
Cc1ccc(-c2nn(-c3ccccc3)cc2C(=O)N2CCOCC2)cc1 | 18% | -1.2% | -13% | 14%
O=C(CSc1nnc(Cc2cc(=O)[nH]c(=O)[nH]2)n1-c1ccc(Cl)cc1)NC1CCCC1 | 3% | 3.2% | -5% | 9%
CCCCNC(=O)Oc1cccc(N2CCCC2=O)c1 | 0% | 0.9% | -5% | 2%
More records
SMILES | p53ts 39C kill | IkB sig inh | Peg3 imprint | p53ts 32C tox
C=CCN=C1SCC(=O)N1S(=O)(=O)c1ccc(C)cc1 | 23% | 0.9% | / | -2%
COc1ccc(CCNC(=O)c2cc(C)nc3c2c(C)nn3-c2ccc(C)cc2)cc1OC | 0% | ? | 16%[10.9 µM] | -5%
Cn1c(=O)c2c(nc(Oc3ccc(C#N)cc3)n2Cc2ccc(Cl)cc2Cl)n(C)c1=O | 18% | ? | -14%[10.9 µM] | 1%
O=C(Nc1ccccc1OC(F)F)c1ccccc1 | 5% | -0.7% | -2% | 0%
CCOC(=O)c1cccc(NC(=O)CSc2nnc(C3CCCCC3)n2CC)c1 | -15% | 3.3% | -24% | 5%
O=C(O)CSCc1ccc(Cl)cc1 | 3% | -2.7% | 6% | 5%
COCCN(C(=O)CC(C)(C)C)c1nnc(-c2cccnc2)s1 | 3% | / | / | -5%
COc1ccc(NC(=O)NCCN2CCN(c3cccc(Cl)c3)CC2)cc1 | -3% | -1.4% | -21% | -3%
O=C(Nc1ccccn1)c1cc2ccccc2o1 | 5µM* | / | / | 4.5µM*
CCCSc1ncc(Cl)c(C(=O)Nc2c(C(=O)c3ccc(C)cc3)oc3ccccc23)n1 | 14% | -0.4% | -8%[10.9 µM] | -9%
O=S(=O)(O)c1cc(N=[N+]([O-])c2cc(S(=O)(=O)O)c3ccccc3c2)cc2ccccc12 | -1%[9.22 µM] | 5.5%[11.4 µM] | -9%[10.9 µM] | -1%[9.22 µM]
O=C(O)c1c(Cl)c(Cl)c(Cl)c(Cl)c1C(=O)Nc1ccc2cn[nH]c2c1 | 5%[9.22 µM] | 0.6%[11.4 µM] | 3%[10.9 µM] | 6%[9.22 µM]
CC(=O)c1cccc(NS(=O)(=O)c2c(C)n[nH]c2C)c1 | -8% | -0.7% | 0% | -6%
CCCc1nn(CCc2ccccn2)c(N)c1CC | -5% | -0.3% | 0% | -8%
CC1(C)CC(=O)C2=C(C1)N(c1ccccc1)C(N)=C(C#N)C2c1ccccc1 (configuration not stated) | -4% | / | / | 7%
CCCCn1c(SCc2ccccn2)nc2c1c(=O)n(C)c(=O)n2C | -9% | / | / | -6%
COc1ccc(CCn2c(-c3ccco3)nc3nc4ccccc4nc32)cc1OC | 12% | -1.9% | -8% | -23%
COc1ccc(C2=C(C)C(N3CCC(C(=O)Nc4ccccc4F)CC3)=NS2(=O)=O)cc1 | -1% | 1.0% | -14%[10.9 µM] | -3%
CCOc1ccccc1NC(=O)CSc1c(C)n[nH]c1C | 2% | 1.3% | -7% | 10%
COc1ccccc1NCCC(=O)OCC(=O)NCc1ccco1 | 12% | 6.9% | -7% | -2%
Cc1ccccc1NC(=O)c1c(NC(=O)c2ccccc2F)sc2c1CCC(C)C2 (configuration not stated) | 3% | ? | -9%[10.9 µM] | -11%
CCOc1ccc(-c2nc(Cn3c(=O)cc(-c4ccccc4)c4c(C)nn(C)c43)c(C)o2)cc1OC | -22% | 1.7% | 3%[10.9 µM] | 8%
Cc1cc2c(c(=O)n1CCN(C)C)C(c1ccc(Cl)cc1)C(C#N)=C(N)O2 (configuration not stated) | 14% | 3.8% | -23% | -3%
COc1ccc(-c2[nH]nc3oc(=O)cc(C)c23)cc1 | 1% | -0.2% | -14% | 8%
CCOC(=O)NCc1ccc2c(c1)OCO2 | -5% | 0.1% | -11% | -3%
Cn1c(=O)c2c(n(Cc3ccccc3)c1=O)NC(=O)C2CC(=O)N1CCc2ccccc2C1 (configuration not stated) | -6% | 1.1% | -6% | -5%
O=C(Oc1cccc(NC(=O)c2ccco2)c1)c1cccc(S(=O)(=O)N2CCCC2)c1 | -13% | ? | -45%[inhibitor] | -6%
CCN(CC)c1ccc(NC(=O)CCS(=O)(=O)c2cc3c(cc2Cl)NC(=O)CO3)c(C)c1 | -20% | ? | -15%[10.9 µM] | -6%
COc1ccc(C(=O)N2c3ccc(F)cc3CCC2C)cc1OC (configuration not stated) | 4% | 1.5% | -20% | 4%
